# INS-1E GSIS act = GLuc luminescence reporter in INS-1E cells, primary screen for activators of glucose-dependent secretion of insulin; INS-1E GLuc reporter insulin secretion, 2-3 h; actives 0.61% (n = 370,000); activation, % at 16.6 µM;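 active = lowest replicate activation of at least 40%, so every replicate reaches that level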;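 also: 0% = median of neutral control wells and 100% = median of IBMX positive control wells; some compounds called inactive have numbers as strong as hits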
# DENV2 CPE = inhibitors of DENV2 cytopathic effect, primary screen, cell-based, plate reader, single concentration; AID 651640, 2012; CPE inhibition, % at 9.99 µM; actives 1.7% (n = 350,000); DENV2-infected cells, cytopathic effect rescue; in the data active = CPE inhibition above about 20%, passing the limit was not always enough; inconclusive = no clear call, values can overlap the other calls; tested in BHK-21 cells;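 also: 0% = median of neutral control wells and 100% = median of positive control wells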
# F508del corr = F508del CFTR correction, initial screen, CFBE line, single point | AID 720511, 2013 | actives 0.36% (n = 350,000) | activity (quench increase), % at 7.58 µM | CFBE cells, YFP halide quenching; stimulated with forskolin plus potentiator P3; % fluorescence drop versus neutral controls;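 active = mean added fluorescence quench of at least 8% versus neutral control, with both replicates also reaching 8%; inconclusive = only one of the mean or replicate conditions met; inactive = mean below 8% and not both replicates reaching 8%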;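 also: cells transiently co-express mutant CFTR-F508del with the halide-sensitive YFP; corrector assay measuring rescue of mutant channel to the surface after 24 h compound exposure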
# ERp5 block = inhibitors of ERp5-driven insulin aggregation, primary screen, biochemical, turbidity, absorbance 650 nm, single point. Protein disulfide-isomerase A6 (Homo sapiens), Q15084. 90 min. inhibition, % at 9.99 µM. actives 0.05% (n = 350,000). AID 651711, 2012;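 active = mean replicate inhibition above about 25%, with every replicate also reaching it, limit read from the data, passing the limit was not always enough; inconclusive = only one of those two criteria met; inactive = neither criterion met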
# Target sequence (Q15084 whole entry, looked up): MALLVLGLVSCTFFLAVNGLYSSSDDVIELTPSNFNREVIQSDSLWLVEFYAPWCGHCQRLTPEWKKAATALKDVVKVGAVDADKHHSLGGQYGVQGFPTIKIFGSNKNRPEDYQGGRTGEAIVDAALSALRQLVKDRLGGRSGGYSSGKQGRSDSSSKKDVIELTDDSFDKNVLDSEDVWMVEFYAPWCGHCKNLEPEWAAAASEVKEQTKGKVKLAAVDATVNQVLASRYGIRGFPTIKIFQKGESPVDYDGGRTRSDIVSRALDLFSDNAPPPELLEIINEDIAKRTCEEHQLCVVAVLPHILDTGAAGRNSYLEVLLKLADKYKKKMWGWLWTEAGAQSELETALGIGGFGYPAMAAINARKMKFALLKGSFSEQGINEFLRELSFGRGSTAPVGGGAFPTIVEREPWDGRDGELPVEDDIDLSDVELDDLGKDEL
# Xi reactivation = activators of inactive X chromosome reactivation, primary screen, imaging, XiGFP fibroblasts, GFP high-content imaging, set 2. XiGFP mouse fibroblasts, % GFP-positive cells imaging, 3 d; cells co-treated with 5-aza-dC sensitizer; scaled so ellipticine positive control = 100%. activation, % at 7.58 µM. actives 0.055% (n = 360,000);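 active = mean normalized replicate activation at least 10% and every replicate at or above 10%; inconclusive = only one of the two criteria met; inactive = mean below 10% and not all replicates reach 10%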;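 also: 0% = median of on-plate neutral control wells and 100% = ellipticine 6 µM median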
#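 material = 68-5-11 XiGFP fibroblast line | medium = DMEM plus 5-aza-dC sensitizer | schedule = 3 days compound exposure | benchmarks = positive control ellipticine, 6 µM final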
# EWS-Fli block = EWS/Fli-driven NR0B1 reporter inhibitors, primary screen, A673 cells, NR0B1 luciferase, luminescence, MLPCN library | AID 651661, 2012 | viability-normalised | actives 0.67% (n = 350,000) | inhibition, % at 12.6 µM;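 active = mean inhibition of at least 50% after viability correction, with every replicate also passing that limit; inconclusive = mean reaches 50% but only one of two replicates passes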;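 also: firefly luciferase signal divided by Alamar Blue viability fluorescence both relative to DMSO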
# ARNT-TACC3 inh = disruptors of ARNT/TACC3 protein interaction, primary screen, biochemical, AlphaScreen, single concentration | Transforming acidic coiled-coil-containing protein 3 (Homo sapiens), Q9Y6A5 | AlphaScreen His-ARNT PAS-B/GST-TACC3 binding, luminescence; TACC3 fragment carries E629A point mutation | inhibition, % at 9.99 µM | actives 0.66% (n = 390,000) | AID 623870, 2012;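 active = mean inhibition of replicates at least 50% and at least half of replicates each reaching 50%; inconclusive = half or more replicates reach 50% but mean below 50%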;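 also: 0% = complete ARNT plus TACC3 wells and 100% = ARNT alone without TACC3; many hits fall short of the cut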
# PAX8 reporter = inhibitors of PAX8-driven TPO luciferase reporter, primary screen, RMG-I cells, single concentration. SteadyGlo, 24 h. AID 652154, 2013. actives 1.2% (n = 360,000). inhibition, % at 12.6 µM;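 active = mean replicate inhibition at least 60% with every replicate also reaching 60%; inconclusive = only one of the two criteria is met; inactive = mean below 60% and not all replicates reaching 60%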;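 also: luciferase light reporting Pax8 driven TPO promoter activity; plate controls were median of neutral control wells for no effect and mitoxantrone controls for full effect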
# * = called active by the depositor; ? = inconclusive; . = not tested or not shown; & = joins results of further samples.
SMILES,INS-1E GSIS act,DENV2 CPE,F508del corr,ERp5 block,Xi reactivation,EWS-Fli block,ARNT-TACC3 inh,PAX8 reporter
Cc1ccsc1C(C(=O)NCc1ccccc1)N(C(=O)c1csnn1)c1ccccc1 (stereo not drawn),33,1,0.5,-2,0.0,11,-3,-5
CCC(=O)N1C[C@@H]2[C@H](c3ccccc31)[C@@H](CO)N2C(=O)Nc1ccccc1F,10,15,-0.5,-5,0.5,0,1,2
c1ccc(C(c2ccccc2)c2noc(CN3CCN(CC4CC4)CC3)n2)cc1,9,-7,3.3,-10,0.2,1,0,-4
Cc1noc(C)c1S(=O)(=O)Nc1ccc2c(c1)C(=O)N([C@H](C)CO)C[C@@H](C)[C@@H](CN(C)C(=O)NC(C)C)OCCCC[C@@H](C)O2,12,-5,-0.6,1,0.3,-6,-8,-5
CN(C)C(=O)C[C@@H]1CC[C@@H](NC(=O)C2CCC2)[C@@H](CO)O1,11,?,0.3&1.8,2&1,0.0,2&3,-9,-10&17
COC(=O)c1cc(NS(=O)(=O)c2ccc(F)cc2)ccc1N1CCOCC1,9,-1,0.7,4,-0.1,-4,-2,18
C[C@H](CO)N1C[C@H](C)[C@H](CN(C)CC2CC2)Oc2cc(C#Cc3ccc(F)cc3)ccc2S1(=O)=O,-5,3,-0.9,0,-0.2,12,5,.
Cc1ccccc1-c1ccc2c(c1)O[C@H](CN(C)C(=O)c1ccccn1)[C@@H](C)CN([C@H](C)CO)S2(=O)=O,-22,1,-0.7,-2,-1.4,1,-3,24
C[C@H]1CN([C@@H](C)CO)C(=O)c2cc(-c3ccccc3)cnc2O[C@@H]1CN(C)C(=O)Nc1ccccc1,-13,-1,1.9,-3,-0.8,-4,-5,1
Cc1ccc(NC(=O)Cn2c(O)c(N=NS(=O)(=O)c3ccc(C)cc3)c3ccccc32)cc1,-1,-6,.,5,0.0,6,-24,-17
Nc1ccccc1-c1nc2ccccc2[nH]c1=O,14,2,-1.0,0,0.0,-90,-6,-92
CSCCOC(=O)COc1ccc(/C=N/NC(=O)c2c(Cl)cnn2C)cc1,-16,-2,-1.5,-1,0.1,2,-2,9
COc1ccc(S(=O)(=O)NCC2CCCO2)cc1NC(=O)c1ccc(Cl)cc1 (stereo not drawn),20,-4,0.0,0,0.1,-2,-5,0
O=C(CCS(=O)(=O)c1ccccc1)N(CCCN1CCOCC1)c1nc2ccccc2s1,10,1,-5.7,-8,5.4,-63,-5,-7
COc1ccc(CC(=O)Nc2cccc(-c3cn4ccccc4n3)c2)cc1,0,2,2.1,3,-0.1,-86,-23,34
COc1ccccc1NC(=O)/C=C\c1ccco1,-23,-2,-4.0,11,0.0,-18,9,-18
O=C(O)C/C=C(\NC(=O)OCc1ccccc1)C(=O)OCc1ccccc1,-7,5,.,2,0.0,13,.,17
Cc1nnc(NC(=O)c2cc(S(=O)(=O)N(C)C)ccc2N2CCCC2)s1,8,-3,0.1,-6,0.0,15,4,1
CCc1nc2ccc(C(=O)NCCc3ccccn3)cn2c1N(CC)Cc1cccc(Br)c1,.,2,-1.4,5,0.0,14,.,7
CCOc1ccc(Nc2nc(-c3sc(N)nc3C)cs2)cc1,-7,0,1.5,1,0.2,-37,-3,-5
O=C1NC(C2CC3C=CC2C3)Nc2ccccc21 (stereo not drawn),12,-2,0.6,-1,0.0,-21,.,-10
O=C1NCCOc2ccccc21,.,6,5.0,3,0.4,-6,.,-13
COC(=O)c1cc(S(=O)(=O)NCc2ccccc2OC)cn1C,8,-4,0.8,1,0.0,3,.,-2
C/C=C/c1ccc2c(c1)O[C@@H](CN(C)Cc1ccccc1F)[C@H](C)CN([C@H](C)CO)S2(=O)=O,-34,14,0.4,-1,-0.7,22,10,.
OC(c1ccc(F)cc1)(C1CCCCC1)C(CN1CCOCC1)c1ccccc1 (stereo not drawn),-8,-7,-0.3,2,0.0,11,-15,23
COc1cccc(SCc2noc(C(=O)NCCC(C)C)c2C(=O)NCCC(C)C)c1,-35,.,1.7,.,0.0,22,-7,-6
C[C@H](CO)N1C[C@H](C)[C@@H](CN(C)Cc2ccncc2)Oc2ccc(NS(=O)(=O)c3cccs3)cc2C1=O,17,-5,1.9,-2,0.0,-8,-6,.
CC(=O)Nc1ccc2c(c1)C(=O)N(C)[C@H]1CC[C@H](CC(=O)NCCCN3CCOCC3)O[C@H]1CO2,10,1,-0.9,-2,0.3,8,-11,-9
CCN(CC(=O)Nc1ccc(OC)c(Cl)c1)CC(=O)NC(C)C,9,.,-1.1,-2,0.1,6,-1,-4
Cc1ccc2c(c1)-n1c(nc3cc(C)ccc3c1=O)C(Cc1ccccc1)NC2=O (stereo not drawn),5,.,-0.6,-7,0.1,-5,.,-3
CCC(=O)N1CC2(CN(Cc3ccc(Cl)cc3)C2)c2c(n(C)c3cc(OC)ccc23)[C@H]1CO,-7,8,4.0,-1,0.0,5,.,8
O=C(C1CC1)N1CC(=O)N2[C@@H](CO)[C@@H](c3ccc(C#CCc4ccccc4)cc3)[C@@H]2C1,-14,?,-1.7,-3,0.0,-2,.,-5
O=C(O)C1Cc2ccccc2CN1S(=O)(=O)/C=C/c1ccccc1 (stereo not drawn),1,9,2.7,7,0.3,0,46*,2
COc1ccc(C(=O)C(C)C(C)=O)c(OCc2ccccc2)c1OC (stereo not drawn),.,-1,3.6,4,0.2,-3,-5,-9
CONc1nc(NC(C)(C)C)nc(OCC#N)n1,65*,.,1.3,-1,0.0,4,.,36
Cn1c(NN)nc2c1c(=O)n(Cc1ccccc1)c(=O)n2C,8,4,0.7,3,0.1,-12,-1,21
CCCNC(=O)N1CCC2(CC1)CN(C(=O)NC1CCCC1)[C@H](CO)c1[nH]c3cc(OC)ccc3c12,1,?,-1.0,-2,-0.1,21,.,11
Cc1ccc(N=Cc2sccc2C)cc1C,3,.,.,.,-0.2,.,-10,-17
CCc1ccc(NC2=NCC(c3ccccc3)S2)cc1 (stereo not drawn),13,-12,3.9,8,0.0,-65,3,-99
C#CCn1c(=O)cc(C)c2ccccc21,19,1,-3.8,8,0.0,4,-4,-4
CCCCn1c(SCC(=O)N2CCOCC2)nc2ccccc2c1=O,15,-1,-0.5,1,0.1,-1,4,0
Cc1ccc2nc(N3CCN(C=O)CC3)nc(-c3ccccc3)c2c1,26,6,.,-1,.,.,-62,.
Cc1ccc(Oc2ncccc2COC(=O)Nc2ccccc2C)cc1,1,-5,2.3,-5,0.3,12,.,5
S=C(Nc1ccc(Oc2ccccc2)cc1)N(CCCN1CCOCC1)Cc1ccccn1,-3,2,-0.3,1,8.5,3,6,20
Cc1ccc(N2C(=O)C(CN3CCCC3)C2c2ccccc2)cc1 (stereo not drawn),9,-8,1.8,0,0.0,-1,-1,-13
C/C=C/c1cccc(-c2nc(C(=O)N3CCOCC3)cc3c2[C@H](CCO)N(C(=O)NC(C)C)C3)c1,3,17,3.3,1,-0.1,-1,.,-26
CCc1cc(=O)[nH]c(SCC(=O)NCC2CCCO2)n1 (stereo not drawn),0,?,-3.0,-4,-0.1,-3,-3,.
COc1ccc(-n2c(COc3cccc4ccccc34)nnc2SC(C)C(=O)O)cc1 (stereo not drawn),-9,7,0.7,-2,0.1,1,.,14
Cc1noc(C)c1NC(=O)N(C)C[C@@H]1Oc2c(NC(=O)NC3CCCCC3)cccc2C(=O)N([C@@H](C)CO)C[C@@H]1C,7,-10,-1.7,12,-0.5,-2,-4,.
Cc1ccc(CNC(=O)CCS(=O)(=O)c2ccc3c(c2)oc(=O)n3C)cc1,1,-3,-0.2,-27,0.0,4,-4,-3
NC(=O)c1ncn([C@@H]2O[C@H](CNC(=O)[C@@H](N)Cc3cccnc3)[C@@H](O)[C@H]2O)n1,7,-10,1.0,-2,-0.1,-3,-12,1
CC(=O)Nc1ccc(N2C(=O)c3ccc(S(=O)(=O)c4ccc(C(=O)O)cc4)cc3C2=O)cc1,12,6,2.1,-6,0.1,1,-4,9
COC(=O)CSC1=C(C#N)C(c2ccc(C(C)C)cc2)CC(=O)N1 (stereo not drawn),5,7,-3.4,1,0.0,9,-9,10
C[C@@H]1CCCCO[C@@H](CN(C)C(=O)C2CCCCC2)[C@H](C)CN([C@@H](C)CO)C(=O)c2cc(NC(=O)Nc3ccc4c(c3)OCO4)ccc2O1,-1,10,0.7,-4,0.0,8,3,.
CN1CCN(/N=C/c2ccc(Br)cc2)CC1,23,-7,1.1,-3,0.0,-81,5,-123
Cc1ccc(N(CC(O)CN2CCOCC2)S(=O)(=O)c2ccc([N+](=O)[O-])cc2)cc1 (stereo not drawn),12,3,-1.0,1,0.2,-5,-7,1
O=C(NC1CC1)C1=C[C@H](C2CCCCC2)C[C@H](OCCCCO)O1,-18,13,-0.4,-5,0.0,-4,3,-9
O=C(c1ccccn1)N1CC2(C1)[C@H](c1ccccc1)[C@@H](CO)N2C(=O)C1CCC1,17,1,1.1,3,0.2,-10,.,.
CCn1c(O)c(C=Nc2ccccc2)sc1=O,0,-4,0.9,0,0.3,-45,-2,-60
CCCNC(=O)N1CC(=O)N2[C@@H](CO)[C@@H](c3ccc(C#Cc4ccc(F)cc4)cc3)[C@@H]2C1,-15,4,1.8,-1,0.0,.,.,.

# Other compounds follow.
SMILES,INS-1E GSIS act,DENV2 CPE,F508del corr,ERp5 block,Xi reactivation,EWS-Fli block,ARNT-TACC3 inh,PAX8 reporter
O=C(Nc1cc(C(F)(F)F)ccc1-n1cnc2ccccc21)c1ccccc1,-2,.,.,.,-0.1,.,-4,0
O=C(NC1CC1)C1CCN(C2CCN(C(=O)c3ccc(C(F)(F)F)cc3)CC2)CC1,.,4,6.1,-5,0.1,-1,0,-1
COc1cc2nc(Nc3ccc(C)c(Cl)c3)nc(N)c2cc1OC,1,4,5.5,-3,0.0,49,6,41
CCc1nnc(NC(=O)CN2CCN(Cc3cccc(Cl)c3)CC2)s1,-1,-1,-2.7,4,0.1,11,-7,14
Cc1noc(C)c1C(=O)OCC(=O)NCCc1ccc(S(N)(=O)=O)cc1,-2,3,-1.0,1,0.1,6,1,12
Cc1sc2nc(SCC(=O)Nc3cccc(C(=O)O)c3)[nH]c(=O)c2c1C,12,2,-0.3,-1,0.0,-3,1,-4
O=C(O)C1C(c2ccccc2)c2ccccc2C(O)C1CO (stereo not drawn),.,?,5.8,17,0.2,1,.,-13

# Given with each value named: two of the compounds above
CCc1cc(=O)[nH]c(SCC(=O)NCC2CCCO2)n1 (stereo not drawn)
  INS-1E GSIS act: 0
  DENV2 CPE: ?
  F508del corr: -3.0
  ERp5 block: -4
  Xi reactivation: -0.1
  EWS-Fli block: -3
  ARNT-TACC3 inh: -3
  PAX8 reporter: .
NC(=O)c1ncn([C@@H]2O[C@H](CNC(=O)[C@@H](N)Cc3cccnc3)[C@@H](O)[C@H]2O)n1
  INS-1E GSIS act: 7
  DENV2 CPE: -10
  F508del corr: 1.0
  ERp5 block: -2
  Xi reactivation: -0.1
  EWS-Fli block: -3
  ARNT-TACC3 inh: -12
  PAX8 reporter: 1

# High-throughput results deposited in PubChem by Broad Institute.
